Screens from PubChem.
procasp3 activ: activators of human procaspase-3 D3A mutant, primary screen, biochemical, absorbance, PC-3 D3A mutant, single concentration | 330,000 tested, 0.11% active | AID 463141, 2010 | recombinant procaspase-3 D3A, Ac-DEVD-pNA absorbance 405 nm | Caspase-3 (Homo sapiens), P42574 | activation, % at 8.5 µM;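 active = activation above the mean of all tested compounds plus 3 SD, cut at about 21% in these data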;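 note: 0% = DMSO alone and 100% = DMSO wells spiked with extra 5 µM PC-3 D3A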
Target sequence (P42574 whole entry D9A/D28A/D175A): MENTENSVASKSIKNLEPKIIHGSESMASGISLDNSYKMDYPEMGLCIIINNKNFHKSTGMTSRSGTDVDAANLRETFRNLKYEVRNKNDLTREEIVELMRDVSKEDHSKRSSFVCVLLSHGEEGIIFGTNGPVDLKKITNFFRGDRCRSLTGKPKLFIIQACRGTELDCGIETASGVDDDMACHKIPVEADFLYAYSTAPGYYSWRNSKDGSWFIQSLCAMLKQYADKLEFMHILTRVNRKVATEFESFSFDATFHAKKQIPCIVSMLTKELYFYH
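System: Procaspase-3 D3A mutant. Medium: Zinc-free 300 mM NaCl, 50 mM HEPES, 0.01% Triton X-100. Schedule: 1 h preincubation plus 2 h reaction at 25 °C. Measured by: 405 nm absorbance of p-nitroaniline, reads at 0 and 120 min. Read-out: percent activation relative to control range.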
CTSL1 counter: Fasciola hepatica cathepsin L1 inhibitors, primary screen, counter-screen for PFM18AAP inhibitor project, biochemical, QFRET, fluorogenic peptide substrate; recombinant F. hepatica cathepsin L1, Z-Leu-Arg-MCA fluorescence; 300,000 tested, 0.49% active; inhibition, % at 5.96 µM;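 active = inhibition above the mean of all tested compounds plus 3 SD, set per screening campaign, cut at about 17% in these data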;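 note: 0% = plate median of test compound wells and 100% = 1 µM Z-Phe-Ala-diazomethylketone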
Efflux pump mplx: inhibitors of Candida efflux pumps in yeast, primary screen, S. cerevisiae, Nile Red, multiplex; S. cerevisiae Candida pump triplex; inhibition, % at 10 µM; 330,000 tested, 0.44% active; AID 485275, 2010;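 active = plate passing quality check with inhibition over a set limit, or well fluorescence over plate mean plus 4 SD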;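 note: Nile Red retained in pooled yeast measured as flow cytometry median fluorescence; 0% = buffer negative control and 100% = Enniatin B positive control; higher means more Nile Red kept so more efflux inhibition; some compounds called inactive have numbers as strong as hits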
TPT1 inhibitor: Candida albicans TPT1 enzyme inhibitors, primary screen, biochemical, fluorescence polarization. tRNA 2'-phosphotransferase TPT1 (Candida albicans SC5314). recombinant caTPT1, FP RNA substrate dephosphorylation. inhibition, % at 5 µM. 300,000 tested, 0.81% active;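 active = inhibition above the mean of all tested compounds plus 3 SD, set per screening campaign, cut at about 24% in these data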;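 note: plate controls were DMSO alone for no effect and ferristatin control at 100 nM for full effect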
JMJD2C inh: inhibitors of GASC-1 histone demethylase, primary screen, biochemical, fluorescence, DELFIA europium; GST-JMJD2C(1-420) H3K9me3 demethylation; inhibition, % at 2.35 µM; AID 2099, 2009; 330,000 tested, 0.069% active;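 active = more than half of a compound's replicate wells show inhibition beyond 50%, single wells judged on their own value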;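 note: signal counts dimethyl H3K9 product captured on neutravidin plate; 0% = median of DMSO wells and 100% = 0.3 times that DMSO median; strong numbers were not always called active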
Target sequence (Q9H3R0 1-420 limits assumed): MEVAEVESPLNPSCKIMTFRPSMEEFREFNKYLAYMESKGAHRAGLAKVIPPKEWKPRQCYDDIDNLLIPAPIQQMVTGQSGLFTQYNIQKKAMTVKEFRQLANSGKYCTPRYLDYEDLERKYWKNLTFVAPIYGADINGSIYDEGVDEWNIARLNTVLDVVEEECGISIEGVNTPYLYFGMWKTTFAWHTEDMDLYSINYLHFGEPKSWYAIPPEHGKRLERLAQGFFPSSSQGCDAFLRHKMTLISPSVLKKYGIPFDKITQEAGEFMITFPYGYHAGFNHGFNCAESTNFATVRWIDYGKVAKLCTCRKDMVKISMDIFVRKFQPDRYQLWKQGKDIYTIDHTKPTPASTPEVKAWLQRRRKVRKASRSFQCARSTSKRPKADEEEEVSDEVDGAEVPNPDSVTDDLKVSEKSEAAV
PP1 counter: PP1-alpha phosphatase inhibitors, primary screen, counter-screen for PP5 inhibitor project, biochemical, fluorescence, OMFP substrate, single point; Serine/threonine-protein phosphatase PP1-alpha catalytic subunit (Homo sapiens), P62136; purified PP1alpha; inhibition, % at 6.7 µM; 320,000 tested, 0.9% active;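 active = inhibition above the mean inhibition of all tested compounds plus 3 SD, computed separately for each screening campaign, cut at about 15% in these data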
Target sequence (P62136 whole entry, looked up): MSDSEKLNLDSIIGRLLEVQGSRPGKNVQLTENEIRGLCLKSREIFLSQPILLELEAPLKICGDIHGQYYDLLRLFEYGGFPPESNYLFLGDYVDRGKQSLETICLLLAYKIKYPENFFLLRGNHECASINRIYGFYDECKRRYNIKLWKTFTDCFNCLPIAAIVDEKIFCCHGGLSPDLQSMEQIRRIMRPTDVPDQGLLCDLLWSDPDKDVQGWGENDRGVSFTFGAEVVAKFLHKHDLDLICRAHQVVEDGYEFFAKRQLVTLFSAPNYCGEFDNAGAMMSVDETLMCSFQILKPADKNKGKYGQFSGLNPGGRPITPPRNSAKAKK
PP5 primary: PP5 phosphatase inhibitors, primary screen, biochemical, fluorescence; Serine/threonine-protein phosphatase 5 (Homo sapiens), P53041; purified PP5c, OMFP substrate fluorescence; inhibition, % at 6.7 µM; 320,000 tested, 0.18% active; AID 1987, 2009;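 active = inhibition above the campaign's mean inhibition across all tested compounds plus 3 SD, cut at about 9.5% in these data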;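 note: 0% = DMSO only and 100% = 100 µM cantharidin control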
procasp7 counter: procaspase-7 activators, primary screen, counter-screen for procaspase-3 activator project, biochemical, absorbance, HTS, human. 330,000 tested, 0.093% active. recombinant procaspase-7, Ac-DEVD-pNA absorbance 405 nm; D23A/D198A/D206A triple mutant, cannot self-cleave; scale: DMSO 0, 5 µM enzyme 100. Caspase-7 (Homo sapiens), P55210. activation, % at 8.5 µM;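 active = percent activation above the screen-wide mean plus 3 SD, cut at about 25% in these data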
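System: Uncleavable procaspase-7 mutant enzyme; Amount: 2 µM procaspase-7 mutant as dispensed; Schedule: 1 h compound preincubation, 2 h substrate cleavage, 25 °C; Measured by: 405 nm absorbance of p-nitroaniline; Evaluation: percent activation from buffer-corrected 0–120 min absorbance change; Control set: low DMSO alone, high DMSO plus 5 µM PC-7.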
HCV core dimer: inhibitors of HCV core protein dimerization, primary screen, biochemical, TR-FRET, high-throughput; TR-FRET GST/Flag-core106 dimerization, 1536-well; inhibition, % at 5 µM; 300,000 tested, 0.33% active;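 active = inhibition above the mean of all tested compounds plus 3 SD, set per screening campaign, cut at about 45% in these data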
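Assay system: Tagged HCV core106 pair (GST and Flag) | Buffer or medium: KF-containing HEPES buffer, pH 7.45, DTT, CHAPS, BSA | Also added: Eu donor and XL665 acceptor anti-tag antibodies | Dosing: One concentration, 5 µM, in 0.5% DMSO | Timing: 4 h at 22.5 °C | Technique: TR-FRET 671 and 617 nm emission | Repeats: Singlicate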
* marks the source's active call; other numbers are inactive results; · = no result given; & = joins results of further samples. Rows are unselected (roughly 2.9% active in at least one column).

SMILES | procasp3 activ | CTSL1 counter | Efflux pump mplx | TPT1 inhibitor | JMJD2C inh | PP1 counter | PP5 primary | procasp7 counter | HCV core dimer
COc1cccc(NC(=S)NNC(=O)C(C)n2nc(C)c([N+](=O)[O-])c2C)c1 (configuration not stated) | -5 | -5 | -0.3 | 0 | 0 | -2 | -0.1 | -10 | 0
Cc1ccc(Oc2c(CO)c(-c3ccccc3)nn2C)cc1 | -3 | 1 | 0.5 | 1 | -8 | 0 | 1.1 | -4 | -2
O=C(CNC(=O)c1ccc(OC(F)F)cc1)Nc1cccc(S(=O)(=O)N2CCCC2)c1 | -2 | -4 | -0.2 | -3 | 0 | -3 | -0.2 | -1 | -9
C/C(CC(=O)Nc1ccc(N(C)C)cc1)=N\NC(=O)c1ccccn1 | -15 | 0 | 0.4 | 2 | -12 | -1 | -0.7 | -7 | 0
O=C(CCl)N1N=C(c2ccco2)CC1c1cccs1 (configuration not stated) | -7 | 26* | -0.1 | 1 | -1 | -1 | 2.7 | -18 | 15
CCN(Cc1ccccc1)Cc1c(C)[nH]c2c(C)c(C)ccc2c1=O | 1 | 48* | -0.1 | 0 | 8 | 0 | -0.7 | 6 | 1
COc1ccc(C(=O)Nc2ccccc2C(=O)N/N=C/c2cccc3ccccc23)cc1 | 1 | -1 | -0.2 | -2 | 4 | -7 | 0.1 | 1 | 25
CC(C)CCNc1nc2c(c(=O)[nH]c(=O)n2C)n1CC(O)COC(C)C (configuration not stated) | -1 | -2 | 0.0 | 4 | -3 | 0 | -2.1 | -3 | 1
C=CCOC(=O)C1=C[C@@H](c2ccc(Br)cc2)[C@H](CCCO)[C@@H](OCC)O1 | -1 | -2 | · | -1 | 5 | -3 | 4.4 | -1 | -7
O=C1CCC([N+](=O)[O-])C(C2CC=CCC2)N1 (configuration not stated) | 0 | 1 | 0.1 | 0 | 6 | -1 | 0.5 | 4 | -6
O=C(NC(=S)NNC(=O)c1cccs1)c1ccco1 | 0 | -1 | -0.1 | 1 | 1 | 4 | -1.3 | -7 | 1
O=C(COC(=O)CNC(=O)c1ccc(Cl)cc1Cl)NC(=O)NC1CCCCC1 | 5 | 2 | -0.2 | 3 | 1 | -4 | 1.2 | -2 | 5
COc1cc(/C=C2\C(=N)N3N=C(S(C)(=O)=O)SC3=NC2=O)ccc1OS(=O)(=O)c1ccccc1 | 9 | 0 | -0.1 | 3 | 9 | 3 | -4.1 | 4 | 9
CCOc1ccc(Nc2ncnc3c2cnn3C)cc1 | 2 | -2 | 0.1 | -3 | -1 | -4 | 0.1 | -5 | 4
Cc1ccc(-c2nn(-c3ccccc3)cc2C(=O)N2CCOCC2)cc1 | 6 | -1 | 0.1 | 0 | -2 | -2 | 1.4 | 0 | 3
O=C(CSc1ncccn1)N1CCC(Cc2ccccc2)CC1 | 3 | -3 | 0.0 | -2 | -15 | 2 | 0.0 | 11 | -1
COc1ccc(CN(C2CCCC2)S(=O)(=O)c2ccc(-n3cnnn3)c(OC)c2)cc1OC | -1 | -3 | 0.2 | 3 | 48&0 | 1 | 3.2 | -1 | 12
Cc1ccc(-c2nn(-c3ccc(F)cc3)cc2C(=O)NCC2CCCO2)cc1 (configuration not stated) | -1 | 3 | -0.1 | -3 | -6 | 1 | 1.5 | -3 | -6
O=C(Nc1ccc2c(c1)OCO2)c1ccc2nc[nH]c2c1 | 1 | -3 | 0.1 | 2 | -8 | -2 | 2.2 | 5 | 31
CC1CCC/C(=N\NC(=O)c2ccncc2)C1 (configuration not stated) | 2 | 0 | -0.1 | -7 | 3 | 4 | 2.5 | 8 | -2
CCc1ccccc1NC1c2ccccc2C(=O)N1c1cc(C)ccn1 (configuration not stated) | -1 | -2 | 0.0 | -1 | -3 | -2 | 2.2 | -3 | 15
Cc1ccsc1C1C(C#N)=C(N)OC2=C1C(=O)CC(C)C2 (configuration not stated) | -6 | -6 | 0.1 | 1 | 6 | 1 | -1.7 | 11 | -1
Cc1nccn1S(=O)(=O)c1ccc(Br)cc1Br | 7 | -1 | 0.0 | -5 | -1 | -2 | -0.1 | 4 | 4
CCOCCn1c(SC(C)C(C)=O)nc2c1c(=O)[nH]c(=O)n2C (configuration not stated) | 2 | -5 | 0.0 | 1 | -1 | -3 | -0.5 | 6 | 2
S=c1[nH]nc(CSc2nc3ccccc3s2)o1 | -13 | -3 | 0.1 | 0 | 0 | -3 | 2.6 | -13 | 1
Cc1nnc(-n2cnc3ccccc32)c2ccccc12 | 7 | 3 | -0.2 | -7 | 1 | -1 | 1.3 | 1 | 4
COc1ccc(/C=N/Nc2nc(=O)[nH]nc2C)cc1[N+](=O)[O-] | 1 | 5 | 0.1 | -1 | 3 | -4 | -0.5 | -1 | -6
COc1cc(Cl)cc2c1Sc1ccccc1/C2=C/CCN(C)C | -6 | 0 | -0.1 | -1 | -7 | -2 | -1.2 | -6 | -1
COc1ccc2c(CC(=O)Nc3ccc(OC)c(NS(=O)(=O)c4ccc(F)cc4)c3)coc2c1 | -1 | 3 | 0.5 | 13 | -16&-4 | 2 | 4.4 | 3 | 68*
Cc1nc2ccc(Br)cc2c(-c2ccccc2)c1C(=O)O | 6 | -1 | 0.0 | -3 | -5 | -2 | 0.3 | 0 | 5
CN(C)c1ccc(/C=N/OC(=O)Nc2ccccc2Cl)cc1 | 0 | 0 | -0.1 | 2 | 13 | -5 | -0.8 | -2 | -1
O=C(CCc1ccccc1)N=C1SC2CS(=O)(=O)CC2N1c1ccc(F)cc1 (configuration not stated) | 12 | 3 | -0.1 | -3 | -2 | -2 | 0.8 | 4 | -7
Cc1c(CN(C)C(=O)c2ccc(Br)o2)cnn1C | 7 | 2 | 0.0 | -1 | 10 | -1 | -1.6 | 9 | 0
CC(=O)Nc1ccc(S(=O)(=O)NC2CC(=O)N(c3ccc4c(c3)OCCO4)C2)cc1 (configuration not stated) | 0 | -1 | 0.2 | 1 | 38 | -6 | 0.9 | -5 | 7
COc1ccc(N2CCN(C(=O)CN(CCc3ccccc3)S(C)(=O)=O)CC2)cc1 | -2 | 1 | 0.0 | 0 | 2 | 1 | 3.7 | -6 | 0
CCN(CC)S(=O)(=O)c1ccc(N2CCc3ccccc3C2)nc1 | 2 | 0 | 0.1 | 0 | 3 | 0 | 1.4 | -4 | 6
S=c1[nH]c(-c2ccccc2)cn1-c1ccccc1 | -13 | -1 | 0.0 | 0 | 5 | -1 | -0.7 | -21 | 7
Cn1c(=O)[nH]c(=O)c2c1nc(SCC(=O)O)n2CCOc1ccccc1 | 6 | 0 | 0.1 | -1 | 14 | 0 | -2.2 | 15 | 9
O=C(NCc1cccc2[nH]ccc12)C1CCC(=O)N(CCc2ccc(Cl)cc2)C1 (configuration not stated) | -2 | -3 | 0.0 | -1 | 6 | -1 | 1.3 | 11 | -2
CN(Cc1nc(CC2CC2)no1)CC12CC3CC(CC(C3)C1)C2 | -3 | -4 | 0.1 | 1 | 5 | -2 | 2.6 | -4 | -5
Cc1ccc(C#N)c(SCc2ccccc2F)n1 | 9 | 4 | 0.1 | -2 | -11 | -3 | -1.6 | 6 | 2
CCOC(=O)C1=C(O)/C(=C\c2cc(C)n(-c3ccc(F)cc3)c2C)N=C1C | -6 | -1 | 0.1 | 3 | -6 | 0 | 3.0 | 12 | 30
C=CCNS(=O)(=O)c1ccc(OC)c(C)c1 | 8 | 1 | 0.0 | 1 | -12 | 0 | 0.6 | 11 | 0
Cc1nc(N2CCN(Cc3nc4ccccc4[nH]3)CC2)c2oc3ccccc3c2n1 | 4 | -2 | 0.1 | 4 | -3 | 2 | 4.8 | -1 | 2
O=C(CN1C(=O)NC2(CCCC2)C1=O)OCc1cc(=O)n2cc(Br)ccc2n1 | 2 | 3 | -0.1 | -1 | -1 | 1 | -0.5 | 1 | 19
COc1ccc(S(N)(=O)=O)cc1C(=O)OCC1CCCCC1 | 2 | 7 | 0.2 | -3 | -2 | 2 | 2.0 | 4 | -2
COc1ccc(OC)c(S(=O)(=O)N2CCCC(C(=O)N3CCCC3)C2)c1 (configuration not stated) | 5 | -5 | 0.5 | -3 | -6 | 6 | -2.4 | -6 | -7
CN(C(=O)c1ccc(Br)cc1)C1CCS(=O)(=O)C1 (configuration not stated) | 1 | -3 | -0.1 | -1 | 1 | -5 | 0.0 | -1 | -2
COc1ccc(NC(=O)COC(=O)Cc2c(F)cccc2Cl)cc1OC | -10 | -18 | 0.2 | -1 | 2 | -5 | 2.7 | 1 | -3
Cc1c(Cl)cccc1NC(=O)CNC(=O)c1ccccc1F | 17 | -2 | -0.1 | 1 | -3 | -4 | 1.1 | 7 | 2

Other entries follow:
SMILES | procasp3 activ | CTSL1 counter | Efflux pump mplx | TPT1 inhibitor | JMJD2C inh | PP1 counter | PP5 primary | procasp7 counter | HCV core dimer
N/C(=N\N=C/c1ccc(F)cc1)N/N=C\c1ccc(F)cc1 | -12 | 9 | 0.5 | -2 | -3 | 16* | 4.7 | -4 | -13
CCN(CC(=O)Nc1ccc(NC(C)=O)cc1)S(=O)(=O)/C=C/c1ccccc1 | 8 | · | 0.2 | · | -6 | · | · | 1 | ·
COc1ccccc1N1CCN(C(=O)c2sc3ncn(CC(=O)N4CCC(C)CC4)c(=O)c3c2C)CC1 | 5 | 2 | -0.1 | -5 | 0 | -2 | 1.5 | 8 | -2
COc1ccc(N2CCC(CNC(=O)Nc3ccc(Cl)cc3)C2)cc1 (configuration not stated) | -12 | 3 | 0.1 | -3 | 2 | 2 | 5.2 | -19 | -15
NS(=O)(=O)c1ccc(CNC(=O)c2ccc(Br)o2)cc1 | 4 | 1 | 0.1 | -4 | 8 | -4 | 0.9 | 8 | -1
